# CHO-K1 Ca antag: nonselective inhibitor or artifact in parental CHO-K1 cells | ATP-induced calcium, Fluo-8 fluorescence | inhibition, % at 3 µM | actives 0.6% (n = 360,000) | AID 602250;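 active = inhibition above a per-plate cutoff, the plate's mean sample inhibition plus 3 SD, cut at about 24% in these data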;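 note: 0% = DMSO plus EC80 ATP and 100% = DMSO alone without ATP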
# CHO-K1 Ca PAM: nonselective calcium activators in parental CHO-K1 cells, primary screen, counter-screen for M1 PAM project, cell-based, Fluo-8 calcium fluorescence, full deck, 1536-well; activation, % at 3 µM; ATP EC20; 0% at ATP EC20, 100% at ATP max; actives 0.02% (n = 360,000); AID 602247, 2012;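 active = activation above the run cutoff, the mean activation of all test compounds plus 3 SD, cut at about 40% in these data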;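 note: peak over basal fluorescence ratio in a 140 s read after ATP addition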
# TAAR1 antagonist: human TAAR1 antagonists, primary screen, Fluo-8 calcium fluorescence, CHO RD-HGA16 cells; inhibition, % at 3 µM; AID 624466, 2012; actives 1.5% (n = 360,000); antagonist;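 active = inhibition above a per-plate cutoff, the mean inhibition of test compounds on that plate plus 3 SD, cut at about 49% in these data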;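 note: 0% = DMSO plus EC80 beta-PEA response and 100% = DMSO alone without agonist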
# Target sequence (Q96RJ0 whole entry, looked up): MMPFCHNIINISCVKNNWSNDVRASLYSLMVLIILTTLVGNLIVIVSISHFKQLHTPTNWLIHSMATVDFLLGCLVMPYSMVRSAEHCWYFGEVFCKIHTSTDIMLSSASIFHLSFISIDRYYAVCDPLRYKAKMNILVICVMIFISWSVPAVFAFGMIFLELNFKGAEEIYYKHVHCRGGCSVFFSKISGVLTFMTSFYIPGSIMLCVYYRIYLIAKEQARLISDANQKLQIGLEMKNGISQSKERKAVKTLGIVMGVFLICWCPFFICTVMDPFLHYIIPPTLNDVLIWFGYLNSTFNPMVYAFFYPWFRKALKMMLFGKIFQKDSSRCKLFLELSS
#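 Assay system: RD-HGA16 CHO cells with stable hTAAR1 and Gα16 / Reagent: EC80 β-phenethylamine stimulus / Doses: 3 µM, single point / Timing: dye loading 75 min at 37 °C, then 30 min room temperature / Measured by: Fluo-8 intracellular calcium dye fluorescence, real-time kinetic reads / Controls: vehicle wells and EC80 agonist wells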
# OXTR potentiator: human OXTR potentiators, primary screen, fluorescence, CHO-OTR cells, Fluo-8 calcium. activation, % at 3 µM. Fluo-8 calcium fluorescence, potentiator mode; 0% = oxytocin EC15, 100% = EC100. actives 0.061% (n = 320,000). AID 2445, 2010;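 active = activation above that plate's cutoff, the mean activation of tested compounds plus 3 SD, cut at about 6.6% in these data, passing the limit was not always enough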;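 note: 100% uses oxytocin at 75 nM as the full agonist control; some results filed as inactive read as strong as hits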
#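 Dosing: Single dose, 3.0 µM nominal final compound concentration | Material: Human OTR in CHO cells | Technique: Kinetic Fluo-8 calcium fluorescence | Benchmarks: EC15 oxytocin alone as 0%, 75 nM oxytocin as 100% | Probe or stimulus: Oxytocin at about EC15, sub-maximal agonist stimulus | Incubation: Compound 6 min at room temperature before oxytocin, 100 s read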
# GPR7 antagonist: GPR7 receptor antagonists, primary screen, cell-based, fluorescence, single concentration. Neuropeptides B/W receptor type 1 (Homo sapiens), P48145. GPR7-expressing cells, fluorescence antagonist assay. inhibition, % at 4.4 µM. actives 1.1% (n = 290,000). AID 1861, 2009; in the data active = inhibition above about 16%, passing the limit was not always enough;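 note: cells stimulated with the agonist NPW; 0% = agonist with vehicle and 100% = vehicle without agonist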
# Target sequence (P48145 whole entry, looked up): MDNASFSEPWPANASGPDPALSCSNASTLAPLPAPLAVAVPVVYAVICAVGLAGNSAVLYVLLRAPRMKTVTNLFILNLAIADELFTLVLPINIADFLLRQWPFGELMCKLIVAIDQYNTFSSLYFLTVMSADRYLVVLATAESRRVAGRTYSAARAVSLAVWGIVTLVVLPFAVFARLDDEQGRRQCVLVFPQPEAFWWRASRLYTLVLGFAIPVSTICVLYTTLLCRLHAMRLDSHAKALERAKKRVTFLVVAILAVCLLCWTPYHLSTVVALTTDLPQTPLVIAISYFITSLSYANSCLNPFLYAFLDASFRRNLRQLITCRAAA
# OXTR agonist: human OXTR agonists, primary screen, fluorescence, CHO-OTR cells, Fluo-8 calcium. Oxytocin receptor (Homo sapiens), P30559. Fluo-8 calcium fluorescence; normalized: DMSO 0%, oxytocin 100%. activation, % at 3 µM. actives 0.32% (n = 320,000). AID 2435, 2010;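 active = activation above the mean of all tested compounds plus 3 SD, cutoff set per screening run, cut at about 20% in these data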;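 note: peak over basal fluorescence ratio from a 100 s FLIPR kinetic read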
# V1R ag counter: agonists of human V1a receptor, primary screen, counter-screen for OXTR agonist project, fluorescence, CHO-V1R cells; Vasopressin V1a receptor (Homo sapiens), P37288; Fluo-8 calcium fluorescence, agonist mode; 0% DMSO, 100% 3 nM vasopressin; activation, % at 3 µM; actives 0.25% (n = 320,000);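 active = activation above the mean activation of all tested compounds plus 3 SD, per screening run, cut at about 20% in these data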;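 note: signal is peak over basal fluorescence ratio across a 100 second FLIPR read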
# M1 ag parental: counter-screen for M1 agonists: effect in parental CHO-K1 cells. Fluo-8 calcium fluorescence; scaled to maximal ATP response, vehicle zero. actives 0.48% (n = 360,000). activation, % at 3 µM; in the data active = activation above about 15%;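 note: untransfected CHO-K1 host cells lacking M1 receptor as counterscreen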
# CHO parental Ca: ATP-evoked calcium signal inhibitors, parental CHO, primary screen, counter-screen for OX1R antagonist project, cell-based, fluorescence, Fluo-8 calcium dye | parental CHO-K1, ATP-induced calcium, Fluo-8 fluorescence | actives 0.63% (n = 330,000) | inhibition, % at 5.6 µM;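 active = inhibition above that plate's mean sample inhibition plus 3 SD, cut at about 26% in these data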;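 note: 0% = ATP-challenged DMSO wells and 100% = DMSO wells without ATP; some compounds past the cut are filed as inactive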
#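 Material: parental CHO cells / Compound: single nominal dose of 5.6 µM per compound / Signal: Fluo-8 fluorescence / Replicates: singlicate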
# * marks the source's active call; other numbers are inactive results; . = no result given.
SMILES,CHO-K1 Ca antag,CHO-K1 Ca PAM,TAAR1 antagonist,OXTR potentiator,GPR7 antagonist,OXTR agonist,V1R ag counter,M1 ag parental,CHO parental Ca
CN(C)S(=O)(=O)N(CC(=O)N(Cc1ccccc1)Cc1ccccc1)c1ccccc1,-28,20,39,-11,0,-0.7,-0.6,6.9,-3
COC(=O)C(C#N)C(=C1C(=O)CC(C)(C)CC1=O)c1ccc(O)cc1 (stereo not drawn),1,14,1,-2,2,-0.1,-0.1,0.1,-4
CCCn1nnc(NC(=O)c2ccc(-c3cc(Cl)ccc3Cl)o2)n1,-4,16,12,-13,-2,0.1,-0.5,0.5,-1
CN(C)c1nc(NCc2ccccc2)nc(SCC(=O)Nc2ccccc2)n1,-14,11,29,-11,-1,2.0,4.5,2.0,-2
Fc1ccc(NC(=S)Nc2cccnc2)c(Cl)c1,-7,2,-9,-3,-4,-0.4,0.5,0.2,-3
COc1ccc(Br)c(C(=O)N2CCN(S(=O)(=O)c3cccs3)CC2)c1,0,7,-7,0,-9,0.2,-0.3,0.8,-6
Cc1cc2ccccc2nc1SCC(=O)N1c2ccccc2CC1C (stereo not drawn),3,11,-15,-1,8,-1.7,-0.8,3.1,-10
CC(C)CNC(=O)C1CCN(c2ccc(S(=O)(=O)N3CCOCC3)cc2Cl)CC1,-5,14,1,-8,8,7.8,6.4,4.2,-7
CC(OC(=O)c1ccc2ncsc2c1)C(=O)Nc1ncc(Cl)cc1Cl (stereo not drawn),-5,7,17,-4,-6,0.4,-0.3,0.6,-5
O=C1/C(=C/c2cccnc2)SC(=S)N1c1ccc(F)cc1,-2,3,-23,-11,-9,-0.6,0.8,0.1,-3
O=C(CN1C(=O)/C(=C/c2ccccc2F)Sc2ccccc21)NCc1cccnc1,7,4,46,-5,41*,-1.2,2.2,8.6,-16
COc1ccc(C(=C(CC(=O)O)C(=O)OC(C)(C)C)c2cc(OC)c(OC)c(OC)c2)cc1OC,-14,17,4,.,.,.,.,1.3,.
CCN(CC)C(=O)N(CC)Cc1ccccc1,3,8,13,-3,-24,-0.9,0.2,0.0,0
CCN(C(=O)COC(=O)/C=C/c1cccc(Br)c1)C1CCS(=O)(=O)C1 (stereo not drawn),1,-3,-31,-7,-13,0.2,2.3,3.0,-2
CCCCN(C(=O)COC(=O)c1sccc1C)c1c(N)n(CCC)c(=O)[nH]c1=O,-2,11,-1,.,.,.,.,0.4,.
O=C(NCc1cccnc1)c1cc(C2CCCCN2C(=O)c2ccc3c(c2)CCO3)on1 (stereo not drawn),6,8,2,.,.,.,.,3.0,.
CCCCCCN(C(=O)CCCCCN1C(=O)NC(c2cccc([N+](=O)[O-])c2)C(C(=O)OCc2ccccc2)=C1C)C(C(=O)NCCCC)c1ccc(OCC(=O)OC)c(C(=O)OC)c1 (stereo not drawn),.,.,9,-13,.,1.1,3.0,.,1
Cc1ccc2c(c1)NCCO2,-18,-8,8,-2,-5,0.6,0.6,0.8,-1
NC(CCc1ccccc1)c1csc(Nc2ccc(C(=O)c3ccccc3)cc2)n1 (stereo not drawn),-6,16,34,.,.,.,.,5.9,.
O=C(C1=C[C@H](c2ccc(Br)cc2)C[C@H](OCc2ccc(CO)cc2)O1)N1CCOCC1,-10,13,9,-16,-13,1.8,2.6,2.4,-12
C=CCC(=O)NC1CCCc2c1cnn2-c1cc(F)cc(F)c1 (stereo not drawn),-7,-7,-7,-3,3,0.4,0.5,-0.3,-1
Cc1nn2c(-c3ccc(Cl)cc3)nnc2s1,7,-5,13,6,-4,-1.1,0.0,-0.4,-7
O=C(NCC(=O)N(c1cccnc1)C(C(=O)NC1CCCC1)c1ccc(F)cc1)c1ccco1 (stereo not drawn),.,.,15,3,-13,-1.2,0.6,.,-17
O=C(Nc1ccccc1N1CCOCC1)C1(c2ccc(Cl)cc2)CCC1,-1,18,2,-4,-7,0.0,-1.4,10.0,-36
CN(C)c1nc(N(C)C)nc(N(C#N)CN2C(=O)c3ccccc3C2=O)n1,.,.,.,-7,2,1.2,0.6,.,7
COc1cc(OC)cc(C(=O)NC(C(=O)NCCN(C)C)C23CC4CC(CC(C4)C2)C3)c1 (stereo not drawn),-3,12,3,-6,1,0.2,0.3,0.9,-12
Cc1ccccc1NC(=O)CN1C(=O)COc2ccc(S(=O)(=O)N3CCCC3)cc21,-13,-2,-10,-5,-4,-0.3,0.2,1.4,-11
CC(=O)NC(Cc1ccc(F)cc1)C(=O)NC1CCN(C(=O)Nc2cccc(C)c2)CC1 (stereo not drawn),-4,-1,-3,-2,-10,1.2,0.0,0.3,-6
NC(=O)c1ccc(NC(=O)CNC(=O)c2sc3ccccc3c2Cl)cc1,8,-11,25,-4,.,-1.0,0.0,0.2,4
CCOC(=O)C1=C(COC(=O)C(C)(C)Oc2ccc(Cl)cc2)NC(=O)NC1C (stereo not drawn),-9,1,8,-7,.,-0.3,0.3,1.8,-23
CCOc1ccc(C(=O)NCC(=O)NCCCSc2ccccc2)cc1OCC,-4,4,-10,2,-13,-0.8,-0.3,0.0,-30
COc1ccc(C(=O)N2CCN(C)C(=O)[C@@H]2C)cc1OC1CCN(C(C)=O)CC1,-5,25,-22,-4,-3,1.5,0.6,0.2,-6
COc1cccc(NC(=O)CN(C)C(=O)c2cccc(NS(=O)(=O)c3ccccc3)c2)c1,-11,16,15,-3,.,-0.6,-0.2,0.4,-12
CC[C@@H]1CCCCc2ccccc2[C@H](C(=O)C[C@@H](O)CC(C)=O)OC1=O,-8,1,15,-6,.,-0.2,1.9,0.1,-10
O=C(NNC(=O)C12CC3CC(CC(C3)C1)C2)c1ccco1,0,25,1,-10,-1,0.4,1.0,1.0,-4
CCOc1ccc(NS(=O)(=O)c2ccc(C(=O)N(CC)CC(=O)NCc3cccs3)cc2)cc1,2,10,-5,-6,15,0.6,3.5,2.2,-17
COc1cccc(NC(=S)NN=C2CCCCCC2)c1,-5,2,-2,.,12,.,.,0.0,.
COC(=O)c1ccc(N=NN2CCCCCC2)cc1,-15,13,2,-9,-8,-1.4,0.3,0.9,-5
O=C(CCCN1C(=O)/C(=C\c2ccccc2)SC1=S)Nc1ccccc1O,2,0,-20,-9,-6,2.7,-0.1,1.7,-11
CC(C)(C)OC(=O)N/N=C\c1ccc(OC(=O)c2cccs2)cc1,9,-12,24,-6,6,-0.2,-1.1,-0.2,-23
CCN(CC)S(=O)(=O)c1cccc(-c2nnc(SCC(=O)NC3CCCCCCC3)n2N)c1,4,5,-18,1,6,-0.9,-1.0,0.8,-29
Cc1ccc(C(=O)NNCC(=O)Nc2ccc(Cl)cc2F)cc1,-9,9,-2,-6,.,-0.1,0.2,0.0,-11
Cc1cc(C)c2c(CN3CCCC3)cc(=O)oc2c1,30*,-8,-29,.,.,.,.,-1.0,.
Cc1cc(F)ccc1S(=O)(=O)N1CCCOC1CNC(=O)C(=O)NCCc1c[nH]c2ccccc12 (stereo not drawn),-6,13,33,-16,3,7.0,11,7.6,-21
Cc1ccc(O)c(C(=O)c2cnc(/N=C(\N)N(C)C)nc2)c1,-23,29,-2,-7,-6,-0.4,-0.3,1.1,-12
COc1cc2cc(Oc3ccc4ccc(=O)oc4c3)c(=O)oc2cc1OC(=O)C=C(C)C,.,.,.,8,.,0.2,0.1,.,-13
Cc1nc2ccc([N+](=O)[O-])cc2c(=O)n1Cc1ccc(F)cc1,-7,17,16,-13,6,1.8,4.0,5.8,-12
CCC1(c2ccc(F)cc2)NC(=O)N(CC(=O)NCc2ccc(C)cc2)C1=O (stereo not drawn),-14,-8,-19,-15,-10,-1.9,1.3,0.2,-39
N/C(=N\O)c1ccccc1-n1cccc1,-10,16,-1,-9,-7,0.5,0.9,0.9,-2
COc1ccc(CN(CC2CCCO2)C(=O)c2cc3ccccc3oc2=O)cc1 (stereo not drawn),-15,7,-1,2,-6,1.4,0.3,0.9,-20

# Molecules above that contain an aryl methoxy group (eight):
SMILES,CHO-K1 Ca antag,CHO-K1 Ca PAM,TAAR1 antagonist,OXTR potentiator,GPR7 antagonist,OXTR agonist,V1R ag counter,M1 ag parental,CHO parental Ca
COc1ccc(Br)c(C(=O)N2CCN(S(=O)(=O)c3cccs3)CC2)c1,0,7,-7,0,-9,0.2,-0.3,0.8,-6
COc1ccc(C(=C(CC(=O)O)C(=O)OC(C)(C)C)c2cc(OC)c(OC)c(OC)c2)cc1OC,-14,17,4,.,.,.,.,1.3,.
COc1cc(OC)cc(C(=O)NC(C(=O)NCCN(C)C)C23CC4CC(CC(C4)C2)C3)c1 (stereo not drawn),-3,12,3,-6,1,0.2,0.3,0.9,-12
COc1ccc(C(=O)N2CCN(C)C(=O)[C@@H]2C)cc1OC1CCN(C(C)=O)CC1,-5,25,-22,-4,-3,1.5,0.6,0.2,-6
COc1cccc(NC(=O)CN(C)C(=O)c2cccc(NS(=O)(=O)c3ccccc3)c2)c1,-11,16,15,-3,.,-0.6,-0.2,0.4,-12
COc1cccc(NC(=S)NN=C2CCCCCC2)c1,-5,2,-2,.,12,.,.,0.0,.
COc1cc2cc(Oc3ccc4ccc(=O)oc4c3)c(=O)oc2cc1OC(=O)C=C(C)C,.,.,.,8,.,0.2,0.1,.,-13
COc1ccc(CN(CC2CCCO2)C(=O)c2cc3ccccc3oc2=O)cc1 (stereo not drawn),-15,7,-1,2,-6,1.4,0.3,0.9,-20

# Source: PubChem BioAssay
